From PubChem
BH1578 lux ind – induces V. cholerae light production without autoinducers | V. cholerae BH1578 lux reporter, luminescence, 6 h | activation, % at 18.7 µM | 350,000 tested, 0.16% active; in the data active = activation mostly above about 9.7%, no sharp cut-off; note: not every result past the cut was called active; inactives centre near 0; reference of the scale not given here
SARS 3CLpro inh – SARS-CoV 3CLpro protease inhibition | recombinant SARS-CoV 3CLpro, quenched FRET peptide cleavage | 290,000 tested, 0.14% active | inhibition, % at 6 µM | P0C6X7; in the data active = inhibition above about 12%
TcdB GH inh – inhibitors of Clostridioides difficile toxin B glycohydrolase. P18177. TcdB glycohydrolase enzymatic assay, plate reader. inhibition, % at 9.99 µM. 350,000 tested, 0.24% active. AID 652162; in the data active = inhibition above about 10%
DUSP3 inh – blocks human VHR1 dual specificity phosphatase; P51452; recombinant VHR phosphatase, pNPP absorbance; inhibition, % at 13.3 µM; 290,000 tested, 0.52% active; in the data active = inhibition above about 50%; note: some compounds called inactive have numbers as strong as hits
Target sequence (P51452 whole entry, looked up): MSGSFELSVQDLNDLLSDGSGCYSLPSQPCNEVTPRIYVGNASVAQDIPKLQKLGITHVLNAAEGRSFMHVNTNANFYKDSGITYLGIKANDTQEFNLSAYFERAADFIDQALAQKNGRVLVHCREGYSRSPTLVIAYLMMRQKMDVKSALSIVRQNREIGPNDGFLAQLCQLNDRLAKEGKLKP
CCHFV vOTU inh – CCHFV vOTU protease inhibition. 370,000 tested, 0.55% active. inhibition, % at 11.5 µM. Pep-AMC fluorescence; in the data active = inhibition above about 30%; note: 0% = vehicle wells with enzyme and 100% = no enzyme wells
MazF activator – increases E. coli MazEF RNase cleavage of RNA; 350,000 tested, 0.32% active; AID 504720; P0AE70; activation, % at 20 µM; FAM/BHQ RNA-DNA oligo cleavage fluorescence, 5 h; in the data active = activation above about 50%
Target sequence (P0AE70 whole entry, looked up): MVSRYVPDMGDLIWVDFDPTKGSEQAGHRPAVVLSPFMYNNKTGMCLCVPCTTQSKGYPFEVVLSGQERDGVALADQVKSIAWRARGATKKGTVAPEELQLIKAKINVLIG
PrPC TRFRET – inhibitors of human cell surface prion protein PrPC | TR-FRET read-out | inhibition, % at 13.8 µM | 370,000 tested, 0.43% active | AID 720596; in the data active = inhibition above about 24%; note: 0% = median of the test wells and 100% = reference compound wells
Rv3671c inh – inhibitors of M. tuberculosis serine protease Rv3671c; inhibition, % at 5.96 µM; 320,000 tested, 0.048% active; AID 2606; in the data active = inhibition above about 38%;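 note: extracellular domain of Rv3671c used as enzyme; 0% = enzyme with DMSO and 100% = no enzyme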
Target sequence (P9WHR9 whole entry, looked up, the tested form may be a part): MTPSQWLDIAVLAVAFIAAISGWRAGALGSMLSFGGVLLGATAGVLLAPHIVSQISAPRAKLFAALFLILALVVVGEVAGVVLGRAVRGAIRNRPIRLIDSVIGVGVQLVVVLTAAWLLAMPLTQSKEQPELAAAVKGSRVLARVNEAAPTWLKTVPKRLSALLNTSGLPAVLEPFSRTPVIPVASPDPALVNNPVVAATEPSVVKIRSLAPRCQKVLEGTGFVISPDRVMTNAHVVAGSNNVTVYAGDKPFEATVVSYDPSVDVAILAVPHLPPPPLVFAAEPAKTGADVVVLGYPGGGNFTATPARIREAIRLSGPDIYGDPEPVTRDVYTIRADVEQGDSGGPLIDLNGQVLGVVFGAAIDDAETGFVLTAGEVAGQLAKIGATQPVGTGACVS
SSB-PriA inh – blocks PriA binding to SSB C-terminal tail | AlphaScreen SSBct-PriA binding, biotinylated peptide | inhibition, % at 33 µM | 430,000 tested, 0.6% active | AID 1272365; in the data active = inhibition mostly above about 37%, no sharp cut-off; inactive = mostly below about 20%;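 note: plate controls were negative control peptide for no effect and reference peptide for full effect; strong numbers were not always called active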
Yp Topo-I inh – inhibitors of Yersinia pestis topoisomerase I; Y. pestis Topo-I cleavage product accumulation, plate reader; activity, % at 10 µM; 360,000 tested, 0.064% active; AID 504884; in the data active = activity above about 50%, passing the limit was not always enough; note: inactives centre near 2
* = called active by the depositor; & = joins results of further samples.

How did CC(c1ccco1)N(C(=O)c1ccc(C#N)cc1)c1ccccn1 (stereo not given) do in these assays?
BH1578 lux ind: -0.7; SARS 3CLpro inh: -1; DUSP3 inh: -15; CCHFV vOTU inh: -10; MazF activator: 4; PrPC TRFRET: 6; Rv3671c inh: 2; SSB-PriA inh: 2; Yp Topo-I inh: -1

How did Cn1nnc(NC(=O)c2ccccc2F)n1 do in these assays?
BH1578 lux ind: inactive; SARS 3CLpro inh: 0; DUSP3 inh: 23; CCHFV vOTU inh: 0; MazF activator: 4; PrPC TRFRET: -11; Rv3671c inh: 9; SSB-PriA inh: -11; Yp Topo-I inh: 2

How did C/C(=N\NC(=O)c1cc(-c2ccc(Br)s2)[nH]n1)c1ccncc1 do in these assays?
BH1578 lux ind: -0.1; SARS 3CLpro inh: -3; TcdB GH inh: 0.4; DUSP3 inh: -3; CCHFV vOTU inh: 8; MazF activator: 7; PrPC TRFRET: -6; Rv3671c inh: -7; Yp Topo-I inh: 0

Results for Cc1cc2cc(NC(=O)c3ccco3)ccc2[nH]1 ?
BH1578 lux ind: -0.4; SARS 3CLpro inh: 3; DUSP3 inh: -10; CCHFV vOTU inh: 33*; MazF activator: 2; PrPC TRFRET: -5; Rv3671c inh: 3; SSB-PriA inh: 16; Yp Topo-I inh: -2

Results for COc1ccc(C(CNC(=O)Cn2[nH]c(=O)c3ccccc3c2=O)N2CCCC2)cc1 (stereo not given) ?
BH1578 lux ind: -0.3; SARS 3CLpro inh: -4; DUSP3 inh: 23; CCHFV vOTU inh: 1; MazF activator: 8; PrPC TRFRET: -2; Rv3671c inh: -18; SSB-PriA inh: -17; Yp Topo-I inh: 6

How did O=C(c1ccco1)N1CCN(c2ncnc3c2[nH]c2ccc(Br)cc23)CC1 do in these assays?
BH1578 lux ind: inactive; SARS 3CLpro inh: 0; DUSP3 inh: 13; CCHFV vOTU inh: 4; MazF activator: -54; PrPC TRFRET: -3; SSB-PriA inh: -8; Yp Topo-I inh: -3

Results for Cc1ccc(C(C)C)c(OCc2ccc(C(=O)N/N=C/c3ccc(O)c(O)c3)cc2)c1 ?
BH1578 lux ind: 1.7; SARS 3CLpro inh: 2; DUSP3 inh: 14; CCHFV vOTU inh: 7; MazF activator: 4; PrPC TRFRET: 28*; Rv3671c inh: -10; Yp Topo-I inh: -7

Results for Cc1cc(C(=O)OCC(=O)NCc2ccc3c(c2)OCO3)c2ccccc2n1 ?
BH1578 lux ind: 1.6; SARS 3CLpro inh: 3; TcdB GH inh: 0.4; DUSP3 inh: 9; CCHFV vOTU inh: 7; MazF activator: -8; PrPC TRFRET: -6; Rv3671c inh: 0; SSB-PriA inh: 1; Yp Topo-I inh: 3

Results for CC[C@]12c3[nH]c4ccccc4c3CCN1C(=O)C(CC(=O)NC(C)(C)C)C[C@@H]2C(=O)N1CCN(C(=O)C2CC2)CC1 (stereo not given in full) ?
BH1578 lux ind: -0.2; TcdB GH inh: -0.7; CCHFV vOTU inh: 1; MazF activator: -3; PrPC TRFRET: -5; Rv3671c inh: 4; SSB-PriA inh: -1; Yp Topo-I inh: 12

Results for CCN(CC)C(=O)Cn1cc(SCC(=O)NC2CCCC2)c2ccccc21 ?
BH1578 lux ind: -1.6; SARS 3CLpro inh: 0; TcdB GH inh: 1.3; DUSP3 inh: -5; CCHFV vOTU inh: 3; MazF activator: 1; PrPC TRFRET: 0; Rv3671c inh: 7; SSB-PriA inh: 0; Yp Topo-I inh: -3

How did CC1(C)Cc2c(sc3nn[nH]c(=O)c23)CO1 do in these assays?
BH1578 lux ind: -0.3; SARS 3CLpro inh: 0; DUSP3 inh: 13; CCHFV vOTU inh: 8; MazF activator: -5; PrPC TRFRET: -2; Rv3671c inh: 3; SSB-PriA inh: -3; Yp Topo-I inh: 1

How did CC(C)n1c(N2CCN(C(=O)Nc3ccc(Cl)cc3)CC2)nc2ccccc21 do in these assays?
BH1578 lux ind: inactive; SARS 3CLpro inh: 5; TcdB GH inh: 0.1; DUSP3 inh: 20; CCHFV vOTU inh: -1; MazF activator: -4; PrPC TRFRET: 13; Rv3671c inh: 4; SSB-PriA inh: -5; Yp Topo-I inh: -2

What do the screens show for `COc1cc(C(=O)NNC(=O)c2cccc(Cl)c2)ccc1OCC(=O)N1CCOCC1`?
BH1578 lux ind: -1.8; TcdB GH inh: -0.1; CCHFV vOTU inh: -12; MazF activator: -5; PrPC TRFRET: 0; Rv3671c inh: -1; SSB-PriA inh: -4; Yp Topo-I inh: 5

What do the screens show for `CCS(=O)(=O)n1nc(-c2ccccc2)nc1SCc1ccccc1`?
BH1578 lux ind: -0.3; SARS 3CLpro inh: -2; DUSP3 inh: -8; CCHFV vOTU inh: 7; MazF activator: -4; PrPC TRFRET: 7; Rv3671c inh: -2; SSB-PriA inh: -15; Yp Topo-I inh: 0

What do the screens show for `CCOc1cc2[nH]c(=S)n(Cc3ccc(C(=O)NCCCN4CCOCC4)cc3)c(=O)c2cc1OCC`?
BH1578 lux ind: -0.4; SARS 3CLpro inh: 0; TcdB GH inh: 0.7; DUSP3 inh: 7; CCHFV vOTU inh: 0; MazF activator: 11; PrPC TRFRET: -8; Rv3671c inh: -3; SSB-PriA inh: -8; Yp Topo-I inh: -4

What do the screens show for `Cc1ccccc1CN(C)C1CCN(C)CC1`?
BH1578 lux ind: -0.3; SARS 3CLpro inh: 6; TcdB GH inh: 2.6; DUSP3 inh: -7; CCHFV vOTU inh: -7; MazF activator: 5; PrPC TRFRET: 0; Rv3671c inh: 13; SSB-PriA inh: -30; Yp Topo-I inh: -3

Results for Cn1c(=O)c2c(ncn2CC(N)=O)n(C)c1=O ?
SARS 3CLpro inh: -1; TcdB GH inh: 0.6; DUSP3 inh: 7; CCHFV vOTU inh: 0; MazF activator: 4; PrPC TRFRET: 1; Rv3671c inh: 4; SSB-PriA inh: 0; Yp Topo-I inh: 1

How did COc1cccc(C2C3=C(CCCC3=O)Nc3[nH]n(-c4ccccc4)c(=O)c32)c1 (stereo not given) do in these assays?
BH1578 lux ind: -0.3; SARS 3CLpro inh: 4; TcdB GH inh: 0.1; DUSP3 inh: 36; CCHFV vOTU inh: -3; MazF activator: 8; PrPC TRFRET: -9; Rv3671c inh: -1; SSB-PriA inh: -5; Yp Topo-I inh: 0

What do the screens show for `COc1ccc(NC(=O)COC(=O)CC2CC3CCC2C3)c([N+](=O)[O-])c1` (stereo not given)?
BH1578 lux ind: -0.4; SARS 3CLpro inh: 5; TcdB GH inh: 0.5; DUSP3 inh: 15; CCHFV vOTU inh: 12; MazF activator: -3; PrPC TRFRET: -6; Rv3671c inh: 4; SSB-PriA inh: 30; Yp Topo-I inh: -4

What do the screens show for `CC(=O)Nc1cc(C)nn1-c1nc2ccccc2s1`?
BH1578 lux ind: -1.6; SARS 3CLpro inh: -4; TcdB GH inh: 0.5; DUSP3 inh: 22; CCHFV vOTU inh: 2; MazF activator: 13; PrPC TRFRET: -5; Rv3671c inh: -3; SSB-PriA inh: 4&-17; Yp Topo-I inh: -1

Reprinted from the part before: 2 entries, then new ones.
What do the screens show for `COc1ccc(NC(=O)COC(=O)CC2CC3CCC2C3)c([N+](=O)[O-])c1` (stereo not given)?
BH1578 lux ind: -0.4; SARS 3CLpro inh: 5; TcdB GH inh: 0.5; DUSP3 inh: 15; CCHFV vOTU inh: 12; MazF activator: -3; PrPC TRFRET: -6; Rv3671c inh: 4; SSB-PriA inh: 30; Yp Topo-I inh: -4

What do the screens show for `CC(=O)Nc1cc(C)nn1-c1nc2ccccc2s1`?
BH1578 lux ind: -1.6; SARS 3CLpro inh: -4; TcdB GH inh: 0.5; DUSP3 inh: 22; CCHFV vOTU inh: 2; MazF activator: 13; PrPC TRFRET: -5; Rv3671c inh: -3; SSB-PriA inh: 4&-17; Yp Topo-I inh: -1

How did CC(=O)Nc1ccc(S(=O)(=O)NCCC(=O)NCCOc2ccccc2)cc1 do in these assays?
BH1578 lux ind: 0.0; TcdB GH inh: -0.7; CCHFV vOTU inh: 8; MazF activator: 8; PrPC TRFRET: 1; Rv3671c inh: 7; SSB-PriA inh: -14; Yp Topo-I inh: 2

Results for CN1C(=O)C(=Cc2c(OCc3cnc(Cl)s3)ccc3ccccc23)C(=O)N(C)C1=O ?
BH1578 lux ind: -0.7; SARS 3CLpro inh: 4; TcdB GH inh: 0.6; DUSP3 inh: -2; CCHFV vOTU inh: 18; MazF activator: -2; PrPC TRFRET: -4; Rv3671c inh: -10; SSB-PriA inh: 6; Yp Topo-I inh: 6

How did Cc1ccc(NC(=S)NNC(=O)CSc2nnc(-c3ccc(Cl)cc3)n2C2CCCCC2)cc1 do in these assays?
BH1578 lux ind: -0.3; SARS 3CLpro inh: 2; TcdB GH inh: 0.6; DUSP3 inh: 5; CCHFV vOTU inh: 6; MazF activator: 6; PrPC TRFRET: 0; Rv3671c inh: 11; SSB-PriA inh: -9; Yp Topo-I inh: 22

Results for CC1CCC(NC(=O)c2cc(S(=O)(=O)N(C)C)ccc2N2CCCC2)CC1 (stereo not given) ?
BH1578 lux ind: 5.6; TcdB GH inh: 1.6; CCHFV vOTU inh: 2; MazF activator: 2; PrPC TRFRET: -4; Rv3671c inh: 7; SSB-PriA inh: 0; Yp Topo-I inh: 8

What do the screens show for `c1ccc(CNc2cnccn2)cc1`?
BH1578 lux ind: -0.4; SARS 3CLpro inh: 0; DUSP3 inh: -18; CCHFV vOTU inh: -69; MazF activator: 0; PrPC TRFRET: 3; Rv3671c inh: -5; SSB-PriA inh: -5; Yp Topo-I inh: 5

Results for COc1cc(Cl)c(CNC[C@H]2O[C@@H](n3cnc(C(N)=O)n3)[C@H](O)[C@@H]2O)c(Cl)c1O ?
BH1578 lux ind: -0.7; TcdB GH inh: -2.3; CCHFV vOTU inh: -2; MazF activator: 11; PrPC TRFRET: 2; SSB-PriA inh: -7; Yp Topo-I inh: 3

What do the screens show for `Cc1cccc(CCN(Cc2cc3cccc(C)c3[nH]c2=O)C(=O)N2CCOCC2)c1`?
BH1578 lux ind: -0.3; SARS 3CLpro inh: -1; DUSP3 inh: 7; CCHFV vOTU inh: 27; MazF activator: -10; PrPC TRFRET: -5; Rv3671c inh: 3; SSB-PriA inh: -11; Yp Topo-I inh: -8

Results for COc1ccc([N+](=O)[O-])cc1NC(=O)c1cncc(Br)c1 ?
BH1578 lux ind: inactive; SARS 3CLpro inh: 0; TcdB GH inh: 0.5; DUSP3 inh: 17; CCHFV vOTU inh: -8; MazF activator: 1; PrPC TRFRET: -13; Rv3671c inh: 4; SSB-PriA inh: -6; Yp Topo-I inh: -2

What do the screens show for `Cc1cccc(OC(=O)Nc2ccc(C(=O)O)c(O)c2)c1`?
BH1578 lux ind: -0.3; TcdB GH inh: -0.2; CCHFV vOTU inh: -8; MazF activator: 0; PrPC TRFRET: 1; Yp Topo-I inh: 0

What do the screens show for `Cc1cc2oc(=O)cc(C)c2c(=O)o1`?
BH1578 lux ind: -7.1; SARS 3CLpro inh: -5; DUSP3 inh: 2; CCHFV vOTU inh: 10; MazF activator: 2; PrPC TRFRET: -3; Rv3671c inh: 5; SSB-PriA inh: 2; Yp Topo-I inh: -5

How did Cc1cccc(C(=O)NC(Oc2ccccc2)C(Cl)(Cl)Cl)c1 (stereo not given) do in these assays?
BH1578 lux ind: 11; SARS 3CLpro inh: 1; DUSP3 inh: 15; CCHFV vOTU inh: 7; MazF activator: -6; PrPC TRFRET: -10; Rv3671c inh: 1; SSB-PriA inh: -16; Yp Topo-I inh: -3

Results for CCOc1ccc(C(CC(=O)O)n2cnnn2)cc1 (stereo not given) ?
BH1578 lux ind: inactive; SARS 3CLpro inh: 3; TcdB GH inh: 1.1; DUSP3 inh: 0; CCHFV vOTU inh: 2; MazF activator: 2; PrPC TRFRET: 0; Rv3671c inh: 11; SSB-PriA inh: -9; Yp Topo-I inh: -7

How did COc1ccc(N2CCN(C(=O)C3CCCN3S(=O)(=O)c3cccc4nsnc34)CC2)cc1 (stereo not given) do in these assays?
BH1578 lux ind: -0.3; SARS 3CLpro inh: -4; DUSP3 inh: 11; MazF activator: 3; Rv3671c inh: 7; SSB-PriA inh: -24; Yp Topo-I inh: 7

A portion of the library (hit frequency here may not be typical).
